# Pf Dd2 inh = inhibitors of Plasmodium falciparum Dd2 growth; P. falciparum Dd2 growth, SYBR Green, 72 h; AID 1347417; 120,000 compounds, 4.3% hits; Potency, µM (doses to about 28.9 µM), inactives show top-dose activity, negative = inhibition, hits mostly inhibitors; active = well fitted inhibition curve with a large enough effect; inconclusive = small, poorly fitted or top-dose-only effect; inactive = no such curve, though single readings can be large or run the other way;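 note: plate controls were DMSO vehicle for no effect and reference drug for full effect; nearly all actives have a fitted effect of over 65% in size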
#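 Infected erythrocytes (Dd2, 0.3% parasitemia, 2.5% hematocrit final) are added to compound in RPMI-1640/Albumax II medium, grown 72 h at 37C in low oxygen, then lysed with saponin/Triton-X containing SYBR Green and read by fluorescence.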
# Numbers without * were called inactive; i = inactive; ? = inconclusive; [ ] = dose if it differs, or a comment. Potency is the fitted concentration of half-maximal effect.
# A first look (16 entries):
SMILES,Pf Dd2 inh
CC(=O)Nc1ccc(NC(=O)Cn2cccc2-c2nc(-c3ccccc3)no2)cc1,24%
COC[C@@H]1[C@H](NC(=O)c2cnc(-c3cccnc3)nc2C)[C@@H]2CCO[C@H]12,-5%
COC(=O)c1ccc(NC(=O)N2CCn3nnc(CCC(=O)N4CCCC4)c3C2)cc1,i
Cc1cccc(CN2C(=O)c3ccccc3Sc3ccc(C(=O)N4CCCC4)cc32)c1,14µM*
CC(C)CCNC(=O)N1CC(c2nnc(-c3ccncc3)o2)C2(CCOCC2)C1 (configuration not stated),20%
CCn1nccc1C(=O)N1CCc2nc(OCCOC)ccc2C1,?
Cc1cc(C)cc(-c2ccc(CN)cc2)c1,11µM*
COc1cccc(N2C(=O)CSC23C(=O)N(Cc2ccccc2)c2ccccc23)c1 (configuration not stated),?
Cc1ccc(-n2ncc3c(NC4CCCCC4)ncnc32)cc1Cl,?
CN(C)c1ccc(CNC(=O)c2ccc(Cn3c(SCc4ccccc4)nc4cccnc43)cc2)cc1,?
Cc1ccc(CN2CCC(N3CC(OCC4CC4)C34CCOCC4)CC2)cc1C (configuration not stated),?
CCc1ccc(CN(C(=O)c2ccc(OC)cc2)C2CCS(=O)(=O)C2)cc1 (configuration not stated),-3%
COc1ccc(CNc2nccc(-c3c(C)nn(C)c3C)n2)cc1OC,i
Cc1ccc(CNC(=O)Cn2ccn(-c3ccc(F)c(F)c3)c(=O)c2=O)cc1,11%
COC(=O)c1ccc2nc(C[C@@H]3C[C@@H](C(C)C)[C@H](CNC(=O)C4CCCCC4)C=C3C)[nH]c2c1,11µM*
CC(C)(C)NC(=O)N1CCC2(CCC(=O)N(CC3CC3)CC2)CC1,i

# Main list, repeating the preview:
SMILES,Pf Dd2 inh
CC(=O)Nc1ccc(NC(=O)Cn2cccc2-c2nc(-c3ccccc3)no2)cc1,24%
COC[C@@H]1[C@H](NC(=O)c2cnc(-c3cccnc3)nc2C)[C@@H]2CCO[C@H]12,-5%
COC(=O)c1ccc(NC(=O)N2CCn3nnc(CCC(=O)N4CCCC4)c3C2)cc1,i
Cc1cccc(CN2C(=O)c3ccccc3Sc3ccc(C(=O)N4CCCC4)cc32)c1,14µM*
CC(C)CCNC(=O)N1CC(c2nnc(-c3ccncc3)o2)C2(CCOCC2)C1 (configuration not stated),20%
CCn1nccc1C(=O)N1CCc2nc(OCCOC)ccc2C1,?
Cc1cc(C)cc(-c2ccc(CN)cc2)c1,11µM*
COc1cccc(N2C(=O)CSC23C(=O)N(Cc2ccccc2)c2ccccc23)c1 (configuration not stated),?
Cc1ccc(-n2ncc3c(NC4CCCCC4)ncnc32)cc1Cl,?
CN(C)c1ccc(CNC(=O)c2ccc(Cn3c(SCc4ccccc4)nc4cccnc43)cc2)cc1,?
Cc1ccc(CN2CCC(N3CC(OCC4CC4)C34CCOCC4)CC2)cc1C (configuration not stated),?
CCc1ccc(CN(C(=O)c2ccc(OC)cc2)C2CCS(=O)(=O)C2)cc1 (configuration not stated),-3%
COc1ccc(CNc2nccc(-c3c(C)nn(C)c3C)n2)cc1OC,i
Cc1ccc(CNC(=O)Cn2ccn(-c3ccc(F)c(F)c3)c(=O)c2=O)cc1,11%
COC(=O)c1ccc2nc(C[C@@H]3C[C@@H](C(C)C)[C@H](CNC(=O)C4CCCCC4)C=C3C)[nH]c2c1,11µM*
CC(C)(C)NC(=O)N1CCC2(CCC(=O)N(CC3CC3)CC2)CC1,i
COc1ccc(CC(=O)N2CCC3(C2)C(=O)Nc2ccc(OC)cc23)c(Cl)c1 (configuration not stated),-29%
CCCN(CCC)C(=O)c1nn(C)c2c1CSc1ccc(C)cc1-2,i
COCCc1noc(-c2ccc(Cn3nc(C)cc3C)cc2)n1,4%
CC(C)(C)C1CCc2c(sc(NC(=O)c3ccco3)c2C(=O)Nc2ccccc2Cl)C1 (configuration not stated),56%[activator]
O=C1CCNCCCC(c2nc(-c3ccccc3)no2)CCN1 (configuration not stated),?
O=C1COCC2(CN1Cc1c(F)cccc1Cl)CN(c1ccc(C(F)(F)F)cn1)C2,i
O=c1c2nc(Nc3cccnc3)ccc2ncn1Cc1ccccc1,?
COc1ccccc1Nc1cc(C)nc2nc(-c3ccccc3)nn12,?
CC(C)(C)C1CCc2c(sc(NC(=O)c3ccccc3F)c2C(=O)NCc2ccco2)C1 (configuration not stated),?
CCOc1ccccc1/C=C/c1onc(C)c1S(=O)(=O)N1CCC(C(=O)N(CC)CC)CC1,?
COc1ccc(OC)c(NC(=O)c2cn3c4c(ccc(Cl)c4c2=O)OC(C)C3)c1 (configuration not stated),2%
COCc1ncc(C)n1CC1CCN(C(=O)c2cccc(C)c2)CC1,-17%
Cc1cccc(CC(=O)N2CC(N(Cc3ccccc3)C3CCOCC3)C2)c1,?
NCCCC(=O)N1CCCC2(Cc3ccccc3CN2C(=O)Cc2cccc(Cl)c2)C1 (configuration not stated),-26%
Cc1cc(F)ccc1NC(=O)CN(C)S(=O)(=O)c1ccc(C(=O)N2CCOCC2)s1,45%[activator]
COc1cccc(CCC(=O)N2CC(F)(F)C[C@H]2c2nc(C)no2)c1,22%
COc1ccccc1CNC(=O)CCCCn1c(=O)c2ccccc2n(Cc2c(C)cc(C)cc2C)c1=O,18%
O=C(c1ccccc1C(F)(F)F)N1CCc2c(nc3cc[nH]n3c2=O)C1,?
O=C(NCCCN1CCCC1=O)C1CN(S(=O)(=O)c2ccccc2)CC12CCCCC2 (configuration not stated),34%[activator]
COc1cccc(NC(=O)CSCc2cc(=O)c3ccc(C)c(C)c3[nH]2)c1,74%[activator]
Cc1ccc(-c2cn3cccnc3n2)cc1NC(=O)Nc1ccc(F)cc1,?
Cn1cnc(S(=O)(=O)N2CCCOCCNC(=O)[C@@H]3CCC[C@@H]32)c1,?
CCCOc1ccc(C2C(=O)N(C3CCCCC3)CC(=O)N2CCC2=CCCCC2)cc1OC (configuration not stated),i
Cc1ccc(OCCn2c(CNc3ccccc3C)nc3ccccc32)cc1,-28%
C=Cc1cccc(CN2CCC(CNC(=O)C3CCNCC3)C2)c1 (configuration not stated),-7%
O=C(Cc1ccc(NC(=O)N2CCCCc3ccccc32)cc1)NCc1ccccc1,14%
Cc1nc2c(c(C)nn2-c2ccccc2)c(C)c1CCC(=O)Nc1ccc(F)cc1,?
Cc1noc(CC2CCN(C(=O)C(C)Oc3ccc4ccccc4c3)CC2)n1 (configuration not stated),-18%
Cc1nn(-c2ccccc2)c(C)c1CN1CCC2(Cc3ccccc3CNC2=O)C1 (configuration not stated),?
Cc1cc(=O)n(Cc2ccc(F)cc2Cl)c2c1c(C)nn2-c1ccccc1,i
Cc1ccc(C2=NC3(CCN(C(=O)c4cccs4)CC3)ON2)cc1,37%[activator]
Cc1cnc(CCNC(=O)COc2ccccc2)n1C1CCC1,3.2µM*
CNC(=O)c1cccc(-c2ccc(C(C)(C)C#N)cc2)n1,?
Cn1c(C(=O)NCCc2ccccc2)cc2sc(Cl)cc21,38%[activator]
COc1ccc(NC(=O)c2c(NCc3cccs3)sc3c2CCCC3)c(OC)c1,?
O=C(c1cc2ccc3cccnc3c2[nH]1)N1CCN(c2cccc(C(F)(F)F)c2)CC1,i
COc1ccc(NC(=O)c2cnc3c(c2)N(C(=O)Cc2ccc(O)cc2)CCC3)cn1,3%[44.1 µM]
Cc1ccc(CN2CCCN(S(C)(=O)=O)C(c3ccccc3)CC(=O)NCC2)o1 (configuration not stated),i
O=C(CCc1ccccc1)N1CCN(C(=O)c2nnn3c2COC(c2ccccc2)C3)CC1 (configuration not stated),-7%
COc1cc2c(cc1OC1CCCC1)NC(=O)C21CCN(c2nccs2)CC1,-5%[44.1 µM]
O=C(N[C@H]1CO[C@H]2[C@@H]1OC[C@@H]2Nc1nccc(-c2ccc(-c3ccccc3)cc2)n1)c1ccccc1,?
COc1ccc(CNC(=O)c2cc(NC(C)=O)cc3nc(C)ccc23)c(OC)c1,-15%
CC(C)CNC(=O)c1cccc2c1CCN2C(=O)c1ccc(F)cc1,?
NC(=O)[C@@H]1CCCN1CC[C@H]1CN(C(=O)C2CCCCC2)CC[C@H]1CC(=O)O,31%[activator][44.1 µM]
# The list goes on.
SMILES,Pf Dd2 inh
CCOc1ccc(N(CC(=O)NCc2ccc(Cl)cc2)S(=O)(=O)c2c(C)noc2C)cc1,-5%
Cc1nc(CN2CCN(c3ncc(F)c(N(C)C)n3)CC2)cs1,i
O=C(Cn1ccn2nc(-c3ccc(F)cc3)c(CO)c2c1=O)NCCCc1ccccc1,i
Cc1ccc2nc(C)cc(C(=O)N3CCC(c4cc(CC(=O)O)[nH]n4)CC3)c2c1,-1%
CC1(C)CN(C(=O)OC(C)(C)C)CCN1,2%[44.1 µM]
CN1c2ncccc2CN(Cc2ccccc2O)CC[C@H]1CO,?
CC(C)C1=NOC2(CCCN([S+](=O)([O-])c3cccs3)C2)C1 (configuration not stated),16%
CCc1nc(-c2c3n(c(=O)n(CC(N)=O)c2=O)CCCCC3)no1,25%
O=C(N1CCCCC1)N1CCN(c2ccc(Cl)nn2)C(=O)C1,19%
Cc1cc(C)n2nc(CC(=O)NCc3cc(-c4ccco4)on3)nc2n1,-8%
O=C(NCCc1cccs1)C1CCN(C(=O)c2ncn3c2COC(c2ccccc2)C3)CC1 (configuration not stated),-24%
CC1(COCC2CC2)COc2ccc(C(=O)Nc3cccc([S+](C)(=O)[O-])c3)cc2N1 (configuration not stated),?
COc1ccc2c(c1)C1(CCN(C(=O)c3ccccc3C)C1)C(=O)N2 (configuration not stated),-2%
COc1ccc(-c2nc(Cn3c(-c4cccc(Cl)c4)nc(C)c(CCO)c3=O)c(C)o2)cc1,?
Cn1cc(Cl)cc1C(=O)N1CCC2(CCCN(C3CCCC3)C2=O)C1 (configuration not stated),-25%
CCn1ccc(C(=O)N2CCN(C(=O)N3CC4CC(C3)[C@H]3CCCC(=O)N3C4)CC2)n1 (some centres not stated),-20%
Cc1ccccc1NS(=O)(=O)c1ccc2[nH]cc(C(=O)N3CCCC3)c(=O)c2c1,0%
COc1ccc(Cl)cc1NC(=O)CSc1nccn1Cc1ccco1,i
O=C(CCC[C@H]1NC[C@@H]2C[C@H]1CN(Cc1ccccc1)C2)N1CCN(C2CCCC2)CC1,?
CN1CCN(C(=O)N2CCCCC2)CC12CCC(=O)N(CC(=O)O)CC2 (configuration not stated),-8%
CCC(c1cccs1)N1C(=O)[C@H]2CN(S(=O)(=O)c3ccc(C)c(C)c3)C[C@H]2C1=O (some centres not stated),?
COCCNC(=O)c1cc(-c2ccc(Cl)cc2Cl)nc2c1cnn2C,4%
CC(=O)Nc1ccc(NC(=O)c2cnn(-c3ccccc3)c2C2CCN(C(=O)OC(C)(C)C)CC2)cc1,?
O=C(c1ccoc1)N1CCC(n2cc(-c3nc(C4CC4)no3)nn2)C1 (configuration not stated),i
CC1CCCCN1c1nc(-c2ccc(C(C)(C)C)cc2)nc2ccccc12 (configuration not stated),?
Cc1ccc2c(c1)cc1c(=O)n(CC(=O)N3CCCCC3)nc(C)n12,24%
COc1ccc(C2c3c(oc4cc(C)cc(C)c4c3=O)C(=O)N2Cc2ccco2)cc1OC (configuration not stated),56%[activator]
CC(C)CN1CCN(C2CCOC3(CCN(C(=O)c4cccs4)CC3)C2)CC1 (configuration not stated),-15%
O=C(c1ccc(C2CCCNC2)cc1)N1CCC(N2CCCCC2)CC1 (configuration not stated),2%
O=C([C@@H]1C[C@H](Oc2cccnc2)CN1S(=O)(=O)c1cccs1)N1CCCC1,17%
Cc1nc2ccc(C(=O)N3CCSCC3)cc2nc1C,-18%
CCn1c(=N)n(CC(O)COc2ccccc2)c2ccccc21 (configuration not stated),7.1µM*
CCOCCn1c(=O)[nH]c2cc(C(=O)NCCc3ncccc3C)ccc21,-28%
Cc1cn2nc(C(=O)NCC3CCCCC3)cc2c(=O)[nH]1,?
COc1ccc(-c2nnc(C[C@@H]3C[C@@H](C(C)C)[C@H](CN4CCN(c5ncccn5)CC4)C=C3C)o2)cc1,?
O=C(Nc1ccc(F)cc1F)c1cc2ccc3cccnc3c2[nH]1,25%
Cc1noc(Cn2c(=O)c3cc4c(cc3n(CC(=O)Nc3ccccc3F)c2=O)OCO4)n1,1%
O=C(O)c1ccc2c(c1)N(Cc1ccc(F)cc1Cl)C(=O)c1ccccc1S2,i
Cc1ccccc1CNC(=O)c1cc2cn(C(C)C)cc2s1,i
Cc1cnc(C(=O)N[C@@H]2CCC[C@@H]2C(=O)N2CCN(c3ccccn3)CC2)cn1,-10%
Cc1cc(C)cc(C(=O)N2CCC(n3cc(-c4nc(-c5ccccc5)no4)nn3)C2)c1 (configuration not stated),199%[activator]
CCOC(=O)Cn1c(=O)n(-c2ccccc2OC)c2nc(-c3cccc(F)c3)nc(C(N)=O)c21,-24%
CCn1ccc2cc(S(=O)(=O)N3CCC(C(=O)NCCc4ccccc4Cl)CC3)ccc21,?
COc1ccccc1CC(=O)Nc1ccc2c(N3CCCCC3)ncnc2c1,14µM*
C[C@]1(O)CCN(C(=O)c2ccc(-c3cnco3)cc2)C[C@@H]1O,0%
O=C1C(N2CCN(S(=O)(=O)c3cc(F)ccc3F)CC2)CCN1Cc1cccnc1 (configuration not stated),-10%
CC1=C[C@@H](CNC(=O)CC(C)(C)C)[C@H](C(C)C)C[C@H]1CC(=O)O,i
N#C/C(=C\c1ccc(-c2ccc(Br)cc2)o1)C(=O)Nc1ccccc1O,19%
CCc1ccc(NC(=O)c2ccc(CNS(=O)(=O)c3ccc4c(c3)C(C)(C)C(=O)N4C)cc2)cc1,i

# Screening results: PubChem, National Center for Advancing Translational Sciences (NCATS)

# This is a subset. The share of hits here may be higher or lower than overall.
